Screening results as filed in PubChem.
PRMT1 FP inh = PRMT1 methyltransferase inhibitors, primary screen, biochemical, fluorescence polarization. recombinant PRMT1, activity-based probe fluorescence polarization. inhibition, % at 2.79 µM. actives 1.3% (n = 370,000). AID 652257, 2013;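 active means inhibition above about 21% made by adding two undisclosed values, limit read from the data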
TDP2 inh = human TDP2 enzyme inhibitors, primary screen, biochemical, epi absorbance, recombinant enzyme; Tyrosyl-DNA phosphodiesterase 2 (Homo sapiens), O95551; T5PNP hydrolysis, p-nitrophenol absorbance 415 nm; inhibition, % at 12.8 µM; actives 0.34% (n = 370,000);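 active means inhibition above the mean of all tested compounds plus 3 SD, set per campaign, cut at about 25% in these data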;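 further: 0% = DMSO with enzyme and 100% = buffer with substrate but no TDP2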
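System – recombinant human TDP2 · Amount – 120 nM TDP2 per well · Buffer or medium – Mg2+-containing Tris-HCl buffer, pH 7.5 · Reagent – T5PNP substrate, 5 mM · Dosing – 12.8 µM single point, 1% DMSO · Incubation – 2 h at 37 °C · Measured by – epi absorbance · Read-out basis – percent inhibition · Benchmarks – high control without enzyme, low control DMSO plus TDP2 · Repeats – singlicate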
TCR-CD3 inh = inhibitors of human TCR-CD3 interaction, primary screen, biochemical, fluorescence, TAMRA-labeled TCR probe. T-cell receptor (TCR). inhibition, % at 9.4 µM. actives 0.37% (n = 360,000); in the data active means inhibition above about 19%;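 further: recombinant mutant TCR 2C K166C tagged with TAMRA read by polarization; 0% = receptor in buffer alone and 100% = receptor with positive control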
SIAE inh = human SIAE inhibitors, primary screen, biochemical, fluorescence polarization, FP-Rh probe, 1536-well HTS. Sialate O-acetylesterase (Homo sapiens), Q9HAT2. SIAE FP-Rh probe binding. inhibition, % at 9.66 µM. actives 0.69% (n = 370,000). AID 1053197, 2014;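 active means inhibition above a cutoff: mean of compounds within the control limits plus 3 SD of those, cut at about 17% in these data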;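 further: 0% = plate median of compound wells and 100% = probe without SIAE protein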
Tn7 DDE FP = inhibitors of Tn7 peptide binding to fibrin DD(E), primary screen, biochemical, fluorescence polarization, human fibrin, Tn7 probe; Fibrinogen beta chain (Homo sapiens), P02675; FP displacement of FITC-Tn7 peptide from fibrin DD(E); 0% = median of compound wells per plate; inhibition, % at 8.3 µM; actives 0.13% (n = 370,000); AID 720508, 2013;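 active means inhibition above the mean of compounds falling within the control limits plus 3 SD of them, cut at about 14% in these data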;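 further: 0% = plate median of compound wells and 100% = 10 µM Aha-Tn7 peptide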
Target sequence (P02675 whole entry, looked up): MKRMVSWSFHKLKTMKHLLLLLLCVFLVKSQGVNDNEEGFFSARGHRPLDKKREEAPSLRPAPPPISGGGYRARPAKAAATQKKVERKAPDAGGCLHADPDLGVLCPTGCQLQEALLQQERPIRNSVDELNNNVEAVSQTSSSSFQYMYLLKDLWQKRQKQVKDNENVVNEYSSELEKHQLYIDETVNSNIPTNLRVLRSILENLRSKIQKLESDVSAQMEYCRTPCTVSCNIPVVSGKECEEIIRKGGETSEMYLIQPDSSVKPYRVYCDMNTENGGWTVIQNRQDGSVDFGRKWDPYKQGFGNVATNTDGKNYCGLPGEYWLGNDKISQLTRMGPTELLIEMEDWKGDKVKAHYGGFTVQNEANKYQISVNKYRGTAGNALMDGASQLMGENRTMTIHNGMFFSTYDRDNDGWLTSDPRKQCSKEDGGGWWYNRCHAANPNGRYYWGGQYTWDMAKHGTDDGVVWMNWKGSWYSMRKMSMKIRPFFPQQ
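Assay system: human fibrin DD(E) protein / Input: 2 µM fibrin DD(E) / Benchmarks: high control of 10 µM Aha-Tn7 peptide / Measured by: fluorescence polarization of the labelled Tn7 tracer / Medium: Tris buffer with calcium and detergent, pH 7.8 / Timing: 10 min compound pre-incubation, 3 h probe incubation at room temperature / Repeats: one replicate per compound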
ABHD4 inh = ABHD4 inhibitors, primary screen, biochemical, fluorescence polarization, mouse; (Lyso)-N-acylphosphatidylethanolamine lipase (Mus musculus), Q8VD66; purified mABHD4, FP-Rh probe fluorescence polarization; inhibition, % at 8.92 µM; actives 0.54% (n = 370,000);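 active means inhibition exceeding the mean over every tested compound plus 3 SD, cut at about 30% in these data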;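 further: 0% = plate median of compound wells and 100% = S159A mutant with DMSO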
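Assay system: Wild-type mouse ABHD4 protein | Medium: HEPES pH 7.0 buffer, 150 mM NaCl, 0.01% Pluronic F-127 | Incubation: Enzyme–compound pre-incubation 45 min, then probe 60 min, both 25 °C | Technique: Fluorescence polarization with parallel and perpendicular emission, 525/598 nm | Evaluation: % inhibition of FP-Rh probe binding versus controls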
UHRF1 binding = UHRF1 methylated DNA binding inhibitors, primary screen, counter-screen for MBD2 inhibitor project, biochemical, TR-FRET, human UHRF1, single concentration; UHRF1 binding to methylated oligo; inhibition, % at 4.4 µM; actives 0.75% (n = 370,000); in the data active means inhibition above about 21%;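 further: UHRF1 SRA domain binding a hemimethylated CpG hairpin DNA probe; 0% = median of test compound wells and 100% = reference inhibitor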
LEDGF integ inh = blockers of LEDGF/p75-dependent integrase strand transfer – biochemical, TR-FRET, high throughput, primary screen | actives 0.64% (n = 370,000) | AID 743269, 2014 | TR-FRET IN-LEDGF/p75 DNA integration, Eu/Cy5 | inhibition, % at 3.7 µM | HIV-1 integrase (with human LEDGF/p75);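 active means inhibition above the screen-wide mean plus 3 SD, cut at about 13% in these data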;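 further: signal is the Cy5 over europium emission ratio at 671 and 618 nm; 0% = plate median of compound wells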
HTRA1 inhibitor = HTRA1 serine protease inhibitors, primary screen, biochemical, fluorescence polarization, HTS. Q92743. recombinant HTRA1, FP-rhodamine activity-based probe. inhibition, % at 5.96 µM. actives 0.5% (n = 340,000); in the data active means inhibition above about 36%;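 further: 0% = enzyme with DMSO and 100% = wells lacking enzyme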
Target sequence (Q92743 whole entry, looked up): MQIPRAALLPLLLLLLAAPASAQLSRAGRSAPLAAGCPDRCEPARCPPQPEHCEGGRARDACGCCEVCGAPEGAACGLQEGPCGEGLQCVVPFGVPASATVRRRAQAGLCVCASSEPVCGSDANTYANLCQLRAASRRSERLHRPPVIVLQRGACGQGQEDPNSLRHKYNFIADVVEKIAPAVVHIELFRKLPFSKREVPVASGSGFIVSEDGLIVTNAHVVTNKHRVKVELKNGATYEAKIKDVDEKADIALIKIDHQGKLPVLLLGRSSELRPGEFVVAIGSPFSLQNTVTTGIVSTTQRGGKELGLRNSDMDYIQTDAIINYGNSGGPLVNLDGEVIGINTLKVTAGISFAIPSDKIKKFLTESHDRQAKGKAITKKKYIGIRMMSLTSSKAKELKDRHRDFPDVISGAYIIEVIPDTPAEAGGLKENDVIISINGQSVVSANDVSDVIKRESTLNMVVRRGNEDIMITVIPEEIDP
PG9 Ab binder = binders of HIV-1 gp120 antibody PG9, primary screen, biochemical, TR-FRET | HIV-1 gp120 / PG9 antibody interaction | TR-FRET gp120-PG9 antibody binding | inhibition, % at 6.7 µM | actives 0.43% (n = 360,000) | AID 624416, 2012; in the data active means inhibition above about 8.5%
The depositor's hits bear a star; nt = not tested or not shown.

Values run as follows: UHRF1 binding | TCR-CD3 inh | PG9 Ab binder | PRMT1 FP inh | ABHD4 inh | SIAE inh | HTRA1 inhibitor | LEDGF integ inh | Tn7 DDE FP | TDP2 inh
Cc1ccc(OC(C)C(=O)Nc2ccccc2C(=O)N2CCN(C)CC2)cc1 (centres undefined)
→ 2 | 2 | -4.3 | 1 | 3 | 2 | 6 | 2 | 5 | 2
Cc1ccccc1N(CC(=O)NCc1ccc2c(c1)OCO2)C(=O)CCC(=O)Nc1ccccn1
→ -5 | -1 | 0.0 | 0 | 7 | 0 | 4 | 3 | 9 | 16
O=C(NCc1ccccc1)[C@@H]1CCCN1C(=O)[C@H]1CCCN1C(=O)c1cccs1
→ 3 | 2 | 0.4 | -5 | 1 | 2 | nt | 3 | 7 | -11
Oc1ccc(N=Nc2nc(-c3ccccc3)c(-c3ccccc3)[nH]2)cc1
→ -2 | 2 | -2.9 | -2 | -22 | 37* | -3 | 0 | -1 | 1
O=C(Nc1ccccc1-c1ccccc1)c1ccc(Cl)c([N+](=O)[O-])c1
→ 5 | -3 | -2.8 | 2 | -12 | 0 | -10 | 3 | 0 | -5
CC1CCN(C(=O)CNC(=O)Cn2ccc3ccccc3c2=O)CC1
→ 1 | -6 | 0.7 | 4 | -3 | 4 | 6 | -3 | -2 | 5
Cc1ccc(-n2c(-c3nn(C)c(C)c3Cl)n[nH]c2=S)cc1
→ 1 | -3 | 1.5 | 2 | 4 | 1 | -3 | 3 | 1 | 8
CCc1cc(Cn2nc(-c3ccccc3)cc2C(=O)NCc2cccs2)on1
→ -4 | 13 | -1.7 | -1 | -99 | -54 | -97 | -4 | 2 | 2
CC(=O)CCc1ccc(Oc2nc(-c3cccnc3)nc3ccccc23)cc1
→ 9 | -1 | -0.8 | 4 | -9 | -8 | -29 | -5 | -6 | -1
CCOC(=O)Cc1csc(NC(=O)NC2(C(F)(F)F)Oc3cc(Cl)c(Cl)cc3O2)n1
→ -2 | 6 | -2.7 | 9 | 30* | -1 | 37* | -8 | 0 | -12
COc1ccc(S(=O)(=O)N(C)C[C@@H]2Oc3c(NS(=O)(=O)c4cn(C)cn4)cccc3C(=O)N([C@@H](C)CO)C[C@@H]2C)cc1
→ -3 | 6 | 2.0 | -1 | 6 | 4 | 4 | -1 | 0 | 11
Cc1ccc(-c2nc3ccc(Br)cn3c2CC(C)(C)C)cc1
→ 20 | 5 | 1.1 | 1 | 7 | -7 | -22 | 0 | 4 | 2
CCCCCCCCN1C(=O)[C@H](CC(=O)N2CCN(C(=O)OCC)CC2)C[C@@]2(C(=O)OC)CCCCC=C12
→ 1 | -5 | -2.0 | 0 | 0 | -3 | nt | -4 | -1 | 0
N#Cc1ccc(OCC(O)CN2CCN(c3ncc(C(F)(F)F)cc3Cl)CC2)cc1 (centres undefined)
→ -1 | 1 | -1.4 | -5 | -3 | 4 | -5 | 4 | -9 | -10
O=C(CSCc1ccccc1)Nc1ccc(F)c(F)c1
→ 0 | -3 | -0.4 | 2 | 5 | -1 | -12 | -1 | 6 | 4
COc1ccc(NC(=O)c2noc3c2CCCCC3)cc1
→ 0 | 0 | -0.2 | -1 | 6 | 8 | -1 | -2 | 0 | 2
Cc1ccccc1OCCC(=O)OCC(=O)Nc1cc(S(=O)(=O)N2CCOCC2)ccc1Cl
→ 1 | -8 | -4.0 | -3 | -7 | -6 | -11 | 0 | -4 | -20
CC(C)(C)c1ccc(Oc2coc3cc(OCC(=O)O)ccc3c2=O)cc1
→ -1 | 1 | -0.2 | -2 | -15 | 3 | -9 | 4 | -5 | 10
COc1ccc(CCC(C)Nc2cccc(F)c2)cc1 (centres undefined)
→ -1 | -7 | 4.4 | 2 | -1 | 2 | -3 | -3 | 4 | 2
C=Cc1ccc(CC2(C)C(=O)Nc3ccc(-c4cccnc4)cc32)cc1 (centres undefined)
→ 7 | -6 | -2.1 | 9 | -20 | -6 | nt | 1 | 5 | -9
COc1ccc(CCN=Cc2c(C)[nH]n(-c3ccc([N+](=O)[O-])cc3)c2=O)cc1OC
→ -1 | 7 | 0.9 | -1 | -3 | 5 | 3 | 1 | 2 | 2
Cc1cccc(NC(=O)CN(C)C(=O)c2ccc(N3CCCCCC3)c([N+](=O)[O-])c2)c1C
→ -1 | 2 | 0.0 | -3 | 2 | -1 | -9 | 1 | -1 | -4
NC(=O)CSc1nc2ccccc2c(=O)n1Cc1ccco1
→ -5 | 7 | -0.4 | 4 | 2 | -3 | -4 | -3 | 4 | 0
COc1ccccc1N1CCN(C(=O)c2sc3nc(C)nc(N4CCN(c5ccccn5)CC4)c3c2C)CC1
→ 0 | 7 | -0.7 | -2 | 2 | 10 | -15 | -2 | 0 | -9
COc1ccc(Cl)cc1C(=O)n1nc(C)cc1C
→ 1 | 5 | 0.6 | 4 | 2 | 3 | -3 | -1 | 4 | 5
CCCCC(=O)Nc1cc(OCC)c(NC(=S)NC)cc1OCC
→ -3 | 4 | -3.8 | -3 | -2 | -1 | 5 | 4 | -7 | 7
Cc1cc(Cn2nc(-c3ccccc3)cc2C(=O)NCc2cccc(C(F)(F)F)c2)on1
→ -2 | -3 | -0.8 | 1 | -11 | -71 | -28 | 3 | -6 | -7
Cc1ccc2oc(C(=O)N3CCN(C)C[C@@H]3C(C)C)c(C)c2c1
→ 1 | 0 | 1.0 | 5 | 8 | -4 | -4 | -3 | -5 | -2
COc1ccc(NC(=O)c2ccc(NC3=NC4CS(=O)(=O)CC4S3)cc2)cc1 (centres undefined)
→ 0 | -2 | 0.0 | 2 | 4 | 8 | 1 | 4 | -1 | 5
Cc1ccccc1NC(=O)Cc1nc(COC(=O)c2cc([N+](=O)[O-])ccc2NCCO)cs1
→ 1 | -10 | 1.3 | 0 | 40* | -6 | -17 | 1 | -11 | -18
c1ccc(-n2nnnc2SCCCSc2nc3ccccc3s2)cc1
→ -4 | 3 | -0.2 | -1 | -13 | -7 | -31 | 1 | -1 | 2
Cc1cccc(C(=O)NC2=NCCS2)c1
→ 4 | 2 | 3.7 | 1 | -1 | -4 | 7 | 1 | 3 | 2
O=C(c1nn(-c2ccccc2)c(=O)c2ccccc12)N1CCN(c2ccccn2)CC1
→ 0 | 4 | 1.3 | 0 | 6 | -5 | 0 | 0 | 4 | -4
CCOC(=O)C1=CN(Cc2cccc(-c3ccc(F)cc3)c2)S(=O)(=O)N(C)C1C (centres undefined)
→ 0 | -6 | -0.9 | 2 | -22 | 3 | -23 | 2 | -6 | -4
O=C(Nc1ccccc1)c1nc[nH]c1C(=O)NCCN(CCNC(=O)c1[nH]cnc1C(=O)Nc1ccccc1)CCNC(=O)c1[nH]cnc1C(=O)Nc1ccccc1
→ 0 | 8 | -1.8 | -3 | -6 | -56 | -15 | 0 | -3 | 17
COc1ccc(C2=CC(c3sccc3C)n3nnnc3N2)cc1 (centres undefined)
→ -6 | 3 | 1.2 | 3 | -3 | 2 | -9 | -1 | -2 | 5
O=C(c1ccc(NC2=NC3CS(=O)(=O)CC3S2)cc1)N1CCN(c2ccccc2F)CC1 (centres undefined)
→ 0 | 3 | -0.4 | -2 | -3 | 2 | 2 | -1 | -4 | -4
COc1cccc2cc(C(N)=O)/c(=N\NC(=O)c3ccccc3)oc12
→ 6 | 6 | -3.4 | -1 | 0 | 0 | 8 | 2 | 6 | 7
N/C(=N\OC(=O)C12CC3CC(CC(C3)C1)C2)c1cccnc1
→ -1 | 7 | -1.8 | -1 | 2 | 1 | 2 | -1 | 3 | 8
CCOC(=O)CN1C(=O)/C(=C/c2cccc(Br)c2)Oc2ccccc21
→ 0 | -2 | 1.2 | 3 | -3 | -3 | -8 | 2 | -1 | -2
Cc1ccc(Nc2nc(-c3cccnc3)cs2)cc1Cl
→ -2 | -4 | -0.6 | -2 | 19 | 7 | 2 | -4 | 0 | 7
CC(C)CN(C(=O)c1cccc(S(=O)(=O)N2CCN(c3ccc(F)cc3)CC2)c1)C1CCS(=O)(=O)C1 (centres undefined)
→ 0 | 10 | -2.6 | -7 | 2 | -3 | 4 | -1 | -5 | -19
Cc1ccc2c(c1)c1ncnc(N3CCC4(CC3)OCCO4)c1n2C
→ 2 | 1 | 1.0 | 1 | 3 | -2 | nt | -5 | -1 | 0
O=c1[nH]c(CSc2nc(-c3ccc(F)cc3)cs2)nc2ccccc12
→ -3 | 1 | -1.3 | -2 | -1 | 6 | 1 | -2 | 5 | 7
O=S(=O)(c1ccc2oc3ccc(S(=O)(=O)N4CCCCC4)cc3c2c1)N1CCCCC1
→ -1 | 4 | -0.7 | -4 | -2 | 0 | -1 | -3 | -1 | -2
CC1(C)CC(NC(=O)c2c(N)no[n+]2[O-])CC(C)(C)N1
→ 0 | 1 | -0.3 | -2 | 0 | 5 | 6 | 2 | -1 | -1
CCCCN(Cc1cc2cccc(C)c2[nH]c1=O)S(C)(=O)=O
→ 0 | 2 | -0.7 | 0 | 4 | 15 | -9 | -3 | -12 | -1
O=[N+]([O-])c1ncccc1OCc1ccc(-c2ccccc2)cc1
→ -2 | -1 | -0.3 | -3 | -7 | 3 | -25 | 3 | -1 | -4
Cc1ccnc(NC(=O)COc2ccc3c(c2)CCC3)c1
→ -2 | -5 | -0.8 | 1 | 5 | 5 | -14 | -1 | 7 | 8
O=c1ccn([C@@H]2O[C@H](CNCc3cccn3-c3ccncc3)[C@@H](O)[C@H]2O)c(=O)[nH]1
→ -1 | 6 | -0.3 | -3 | -3 | 9 | nt | -4 | 3 | -5

Outcome played no part in choosing rows, and some 4.2% of all compounds hit somewhere here.
